# ERK EGF inh: EGF-driven ERK pathway inhibition. HEK293-V1b, EGF-stimulated phospho-ERK AlphaScreen. Potency, µM (titrated, usually from 11.5 µM), inactives show at the top dose activity change, negative = inhibition, actives largely listed as inhibitors. 130,000 compounds, 0.41% hits; active = well fitted inhibition curve with a large enough effect; inconclusive = small, poorly fitted or top-dose-only effect, or effect the other way;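 also: plate controls were stimulated vehicle wells for no effect and unstimulated vehicle basal for full effect; nearly all actives have a fitted effect of over 55% in size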
#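 Compounds are titrated over HEK293-V1b cells kept overnight in 1% FBS. After 30 min at 37C, EGF (25 nM final) triggers ERK phosphorylation for 5 min, measured by AlphaScreen in lysates.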
# The depositor's hits bear a star; u = inconclusive; [ ] = another dose, or the depositor's remark. Potency is read from the fitted curve at half-maximal effect. Some of the compounds tested; count on the stated rates, not on these rows.
Compound,ERK EGF inh
CC(=O)Nc1ccc(NS(=O)(=O)c2ccc(C)cc2)cc1[N+](=O)[O-],22.3%[57.5 µM]
Cc1csc(NC(=O)C2CCN(C(=O)c3ccccc3C)CC2)n1,-10.1%
O=[N+]([O-])c1ccc2oc(C3CCCCC3)nc2c1,7.3%
CN(Cc1ccc(Cl)s1)C(=O)CCl,-0.6%
O=C(CCN1C(=O)C2C3C=CC(C3)C2C1=O)Oc1ccc2ccccc2c1 (stereo not given),-8.7%
Cc1cccc2c(=O)cc(C(F)(F)F)[nH]c12,7.3%[57.5 µM]
COc1nc(N/N=C/c2ccc(-c3ccccc3[N+](=O)[O-])o2)nc(N2CCOCC2)n1,9.7%
OCC1(Cc2cccc(Cl)c2)CCCN(Cc2cnn(-c3ccccc3)c2)C1 (stereo not given),-11.0%
Cc1cc(C)cc(-n2c(C)cc(/C=N\NC(=O)COc3cccc4cccnc34)c2C)c1,0.4%
O=C(O)CC(NC(=O)C12CC3CC(CC(C3)C1)C2)c1ccc2c(c1)OCO2 (stereo not given),5.4%[57.5 µM]
CCCCCCCn1c(C)nnc1-c1cnn(C)c1N,0.1%
Cc1ccc(/C=C2\SC(=S)N(C3CCS(=O)(=O)C3)C2=O)o1 (stereo not given),u
N/C(Cc1ccc([N+](=O)[O-])cc1)=N\OC(=O)c1ccccc1F,2.6%
COc1ccc(CCNC(=O)c2ccc(Cl)cc2)cc1OC,-0.4%[57.5 µM]
COc1ccc(NC(=O)COC(=O)c2ccc([N+](=O)[O-])o2)cc1Cl,-3.3%
COc1ccc(/C=N/NC(=O)c2ccc(=O)[nH]n2)cc1OC,-0.7%
CN(C)/C=C/C(=O)c1ccc(Oc2ccccc2)cc1,2.9%
c1ccc(-c2nnc(SCC3CCCO3)nc2-c2ccccc2)cc1 (stereo not given),-3.2%[57.5 µM]
COC(=O)c1ccccc1NC(=O)CSc1ncn[nH]1,-3.9%[57.5 µM]
Cc1cc(-c2n[nH]c(=S)n2/N=C/c2cccc(O)c2)n[nH]1,-8.3%[57.5 µM]
COc1ccc(Br)cc1CNC(=O)C1CCN(C(=O)N(C)C)CC1,2.6%
Cc1cc(C)nc(NC2=NCCN2C(=S)Nc2c(C)cccc2C)n1,3.1%
O=c1oc2c(CN3CCN(CCO)CC3)c(O)ccc2cc1-c1ccccn1,-6.6%[57.5 µM]
Cc1ccc(C(=O)NCCN2CCOCC2)cc1,-1.6%
O=C(CCc1ccccc1)NC(=S)Nc1ccccc1Br,0.3%
CNC(=S)N/N=C(\C)c1ccc(C(C)(C)C)cc1,0.2%
O=C(CN(CC1CCCO1)C(=O)CCC(=O)Nc1nccs1)NCc1ccccc1 (stereo not given),9.6%
CCC(=O)NC(c1ccc(OC)cc1)c1c(O)ccc2ccccc12 (stereo not given),3.9%
O=C(/C=C/c1ccco1)NC(=S)Nc1cc(-c2nc3ccccc3s2)ccc1Cl,-0.3%
CCOc1cc(/C=N/NC(=O)c2ccc(O)cc2)ccc1Oc1nc(Cl)ncc1F,-5.4%
O=C(CSc1ccc(Cl)cc1)NN=C1CCCCCC1,7.5%
COc1ccccc1NC(=O)CSCc1nc2ccccc2[nH]1,4.2%
COC(=O)Cc1ccc(NC(=S)N2CCN(C)CC2)cc1,1.0%
CC(NCc1ccc(S(N)(=O)=O)cc1)C(=O)N1c2ccccc2CC1C (stereo not given),-7.0%[57.5 µM]
Cc1ccnc(NS(=O)(=O)c2ccc(NC(=O)c3ccc(S(=O)(=O)N(C)C)cc3)cc2)n1,-6.6%
CC(=O)c1cccc(NC(=O)C2(c3ccccc3)CC2(Cl)Cl)c1 (stereo not given),-10.1%
Cc1ccc(N(CC(=O)NC2CCCC2)C(=O)c2ccc(C)s2)cc1,3.0%
CC(=O)c1cccc(NC(=O)Nc2csc3c2CCCC3)c1,25.1µM*
O=C(Nc1ccccn1)c1onc2c1CCCC2,0.4%
CCn1c2ccccc2c2cc(CN3CCN(Cc4cc(OC)ccc4O)CC3)ccc21,-2.8%

# A few values from the list:
# Entry for CC(=O)c1cccc(NC(=O)Nc2csc3c2CCCC3)c1 under ERK EGF inh: 25.1µM*
# Entry for COC(=O)Cc1ccc(NC(=S)N2CCN(C)CC2)cc1 under ERK EGF inh: 1.0%

# Remaining list, next part:
Compound,ERK EGF inh
OCCN(CC#CC(O)(c1ccccc1)c1ccccc1)CCO,-0.7%[57.5 µM]
C[C@@]12CCC=C[C@H]1[C@H](c1ccc(C(F)(F)F)cc1)N(Cc1ccccc1)C2=O,-4.7%[57.5 µM]
Cc1ccc(C(=O)NNC(=O)CSc2nnc(CNc3ccc(F)cc3)n2C)cc1,1.0%
Cc1nc(NCc2ccco2)c(C#N)c2c1COC(C)(C)C2,4.9%[57.5 µM]
Cc1c(NC(=O)C(=O)/C=C(/O)c2ccccc2)c(=O)n(-c2ccccc2)n1C,-9.5%
Cc1ccc2c(c1)c1c3n2CCCNC3CCC1 (stereo not given),-14.9%[57.5 µM]
CCOC(=O)c1sc(-c2ccccc2)cc1NC(=O)c1ccc(S(=O)(=O)N(CCOC)CCOC)cc1,9.3%
CCCCCC(=O)Nc1ccc(S(=O)(=O)Nc2ccc(Cl)nn2)cc1,-3.7%
NC(=O)CC(NC(=O)c1ccccc1)c1ccc(NCc2ccc(F)cc2)c([N+](=O)[O-])c1 (stereo not given),-0.6%[57.5 µM]
O=C(NNC1CC(=O)N(c2ccccc2)C1=O)c1ccc(COc2ccccc2Cl)o1 (stereo not given),-8.6%
Cc1ccc(NC(=O)CC2NCCNC2=O)cc1Cl (stereo not given),-6.3%
CC1CCC/C(=N/Nc2nc3ccccc3s2)C1 (stereo not given),-14.6%
COc1ccc(C(=O)CN2C(=O)c3ccccc3S2(=O)=O)cc1,-5.8%[57.5 µM]
COc1ccc(-c2nc(CN(C)C(C)c3ccon3)c(C)o2)c(C)c1C (stereo not given),9.2%
CCc1ccc(C(=O)CN2C(=O)NC(C)(CCc3ccccc3)C2=O)cc1 (stereo not given),-7.6%
COc1ccc(CN(C)Cc2nc3cc(OC)c(OC)cc3c(=O)[nH]2)c(OC)c1,-1.2%
O=C(/C=C/c1ccccc1)Nc1ccc(C(=O)N2CCCCC2)cc1,6.1%
CN1CCN(CC(=O)Nc2cc(N3CCOCC3)ccc2[N+](=O)[O-])CC1,-7.3%
O=C(Cn1cnc2c(nnn2Cc2ccccc2F)c1=O)NCC1CCCO1 (stereo not given),5.3%
CSC1=C(C#N)C(c2ccncc2)C(C(=O)Nc2ccccc2)=C(C)N1 (stereo not given),-1.3%
CCCCN(CC)Cc1ccc(CNC(=S)Nc2cccc(F)c2)o1,0.7%
C=CCNC(=O)CC1C(=O)NCCN1Cc1c(F)cccc1Cl (stereo not given),-11.6%
COCCNC(=O)[C@@]1(C)C=C[C@@H](Cc2ccccc2)N1C(=O)c1ccccc1,1.4%
CCN(Cc1ccccc1)C(=O)CSc1nc(C)cc(C)c1C#N,-1.6%
Cc1ccc(C)c(NC(=O)C2=CCN(S(=O)(=O)c3ccc(F)cc3)CC2)c1,10.8%
O=C(c1ccco1)N1CCC2(CC1)CN(c1ccccn1)C2,4.7%
O=C(Nc1ccc2oc(-c3ccccc3)nc2c1)C1CCCO1 (stereo not given),4.9%
CCCCCCCCc1c(O)nc(-n2[nH]c(C)c(CCO)c2=O)[nH]c1=O,5.7%
COc1ccc(C[C@H]2CN3C(=NC[C@@H]3Cc3ccc(O)cc3)N2CCNC(=O)c2ccc(C)c(Br)c2)cc1,3.4%[57.5 µM]
Cc1ccc(-n2cc(C(=O)O)c(=O)cc2C)c(C)c1,3.5%
O=S(=O)(CCc1ccccc1)c1nnnn1C1CCCCC1,-3.5%
CS(=O)(=O)N1CCC2(CCN(c3ccncc3)CC2)CC1,-1.6%
COc1cc(OC)cc(C(=O)NCCC(=O)NCCc2ccc(OC)c(OC)c2)c1,1.2%
Cc1ccc(C)c2[nH]c(=O)c(CCNC(=O)c3ccco3)cc12,u
NS(=O)(=O)c1cc(C(=O)OCC(=O)c2ccc3c(c2)OCCO3)ccc1Cl,-2.5%
CN(C)/C=N/c1nc(-c2ccc3c(c2)OCO3)cs1,6.9%
COc1cc(C2CC(=O)Oc3c2c(=O)n(C)c2ccccc32)cc(OC)c1OC (stereo not given),-3.8%
COc1cc(C(=O)OCC(=O)N2CCCCC2C)ccc1OCc1c(C)noc1C (stereo not given),2.6%
COc1cccc(Cn2c(=O)c(-c3cccs3)nc3cnc(Nc4ccccc4)nc32)c1,4.4%
CC(NC(=O)/C(=C/c1cccc([N+](=O)[O-])c1)NC(=O)c1ccco1)C(=O)O (stereo not given),5.4%
COc1ccc(O)c(/C=N/NC(=O)c2c(C)nnn2-c2nonc2N)c1,0.6%
O=C(Nc1ccccn1)c1csc2c1CCCC2,-6.6%
Cc1cc(NC(=O)c2c(-c3c(F)cccc3Cl)noc2C)no1,-4.8%[57.5 µM]
CC(C)CC(C(=O)NC(C)(C)C)N(Cc1cccs1)C(=O)c1snc(C(N)=O)c1N (stereo not given),1.1%
CCNC(=O)c1ccccc1-c1nc(-c2ccccc2OC)no1,-2.6%[57.5 µM]
CSc1cccc(NC(=O)CCNC(=O)c2ccco2)c1,-0.9%
CCN(CC)CCN1C(=O)C(=O)/C(=C(/O)c2ccc(C)cc2)C1c1cccnc1 (stereo not given),4.6%[57.5 µM]
Cc1ccnc2nc(C(=O)Nc3nc4ccccc4s3)nn12,6.1%[57.5 µM]
COc1ccccc1NC(=S)NCCc1ccc(S(N)(=O)=O)cc1,12.8%
O=C(Nc1cc(C(F)(F)F)ccc1Cl)C(Sc1n[nH]c(=O)[nH]c1=O)c1ccccc1 (stereo not given),-3.7%[57.5 µM]

# In another format: 2 of the compounds above
CCN(CC)CCN1C(=O)C(=O)/C(=C(/O)c2ccc(C)cc2)C1c1cccnc1 (stereo not given)
  ERK EGF inh = 4.6%[57.5 µM]

COc1cc(C(=O)OCC(=O)N2CCCCC2C)ccc1OCc1c(C)noc1C (stereo not given)
  ERK EGF inh = 2.6%

# Later entries
Compound,ERK EGF inh
O=C(NCc1ccc2c(c1)OCO2)c1ccc(CSCc2ccc(Cl)cc2)o1,4.0%
O=C(c1ccco1)N1CCN(S(=O)(=O)/C=C/c2ccccc2)CC1,-1.0%
COc1ccccc1CC(=N)N1C[C@@H]2C(=O)CCC(c3ccccc3)(c3ccccc3)[C@@H]2C1,-8.5%
O=C(Nc1cccc2c1C(=O)NC2=O)c1cccnc1Cl,8.2%
CCc1ccc2c(c1)C(c1ccncc1)=NNC(c1ccccc1)=N2,1.5%
c1ccc(-c2csc(=Nc3cccnc3)n2CC2CCCO2)cc1 (stereo not given),-5.4%
COc1ccc(C)cc1NC(=O)C(NCC1CCCO1)c1ccccc1 (stereo not given),-3.6%
O=C(CN1CCC(NC(=O)Cc2ccccc2)CC1)Nc1ccccc1Br,27.2%
O=C(NC(=S)NCCCN1CCOCC1)c1cccc2ccccc12,-5.1%
COc1ccc(NC(=O)Nc2ccccc2F)c(C)c1,21.4%
Cc1ccc(C(=O)N/C(=C/c2cccs2)C(=O)NCCCn2ccnc2)cc1,3.5%
C/C(=N\Nc1ncc(Cl)cc1Cl)c1ccccn1,-5.1%
Cc1ccc(NC(=O)c2sccc2-n2cccc2)c(Cl)c1,-20.4%[57.5 µM]
O=C(NC(=O)c1ccccc1)OCCN1C(=O)c2ccccc2C1=O,2.7%
O=C(c1ccccc1)N1CCC(O)(c2ccc3c(c2)OCO3)CC1,-3.0%
O=[N+]([O-])c1ccc(Nc2ccc(Cl)cc2)nc1,9.1%
CC1(C)COC(Cn2c3ccccc3c3ccccc32)O1 (stereo not given),-10.0%[57.5 µM]
Cc1cc(C)cc(-n2cc(C(=O)O)c(=O)cc2C)c1,-0.5%
CCOC(=O)c1c(C=O)c2ccccc2n1CC,-1.3%[57.5 µM]
Cc1cccn2c(CN3CCCN(C=O)CC3)c(C(=O)N(C)CCc3ccccc3)nc12,1.9%
CCCNC(=O)c1ccc2c(c1)CCN2S(C)(=O)=O,-6.7%
Cc1ccc(CNC(=O)C2CC3Cn4c(nc5cc6ccccc6cc54)C3N2C)o1 (stereo not given),2.9%[57.5 µM]
CN(CC(=O)Nc1ccc(Cl)cc1)c1ccc(S(=O)(=O)N2CCCCC2)cc1[N+](=O)[O-],-5.0%
CC(C)C(=O)NN(C(=O)C(C)C)c1nc2ccccc2s1,-5.9%[57.5 µM]
Cc1ccc2c(c1)nnn2C1CCN(C(=O)C23CC4CC(CC(C4)C2)C3)CC1,6.9%
Clc1ccc(Nc2c3c(nc4ncnn24)CCC3)cc1,u
Cc1nn(C(=O)c2c([N+](=O)[O-])cnn2C)c(C)c1Cl,-1.0%
COC(=O)c1cn(C(=O)c2ccccc2)c2ccccc12,0.4%
Cc1ccccc1N1CCN(C(=S)c2ccc([N+](=O)[O-])cc2)CC1,u
O=C(NC(=S)Nc1ccc(NC(=O)c2ccco2)cc1)c1ccccc1,8.3%
CCOC(=O)c1cn(Cc2ccc(C)cc2)nn1,-4.4%
Cc1nc2sc(C(c3ccccc3)N3CCN(C)CC3)c(O)n2n1 (stereo not given),-3.9%[57.5 µM]
Cc1cccc(C)c1NC(=O)C1c2cccc[n+]2CC(=O)N1Cc1ccc2c(c1)OCO2 (stereo not given),-22.4%
CC(=NCc1cccc(Cl)c1)c1nc(-c2ccco2)oc1O,10.2%
COc1cc(-c2n[nH]c(=S)n2-c2cccc(C(F)(F)F)c2)cc(OC)c1OC,4.6%

# Compound activity deposited in PubChem by National Center for Advancing Translational Sciences (NCATS).
